ABHD5-PLIN5 inh – ABHD5-PLIN5 protein interaction inhibition | inhibition, % at 4 µM | 360,000 tested, 0.78% active | Split G. princeps luciferase complementation, luminescence, 4 h | Q00G26+Q8WTS1;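 active means inhibition above the mean inhibition across every tested compound plus 3 SD, cut at about 22% in these data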;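 further: 0% = DMSO only wells and the 100% control is not disclosed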
Cardio protect – modulators protecting cardiomyocytes from myocardial damage | AID 588492 | H9c2 cardiomyocytes, H2O2 injury protection, ATPLite, 2 h | 360,000 tested, 0.63% active | protection from H2O2 cell death, % at 20 µM;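 active means compounds giving at least 50% protection of heart cells from peroxide-induced death in the single-dose screen, raw or plate-pattern-corrected value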;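 further: 0% = DMSO wells with peroxide and 100% = DMSO wells without peroxide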
MC4R antagonist – blocks human MC4R cAMP signaling | P32245 | MC4R-expressing cells, MTII-stimulated cAMP, LANCE TR-FRET | inhibition, % at 6.5 µM | 360,000 tested, 0.48% active | AID 540295;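 active means inhibition above its plate's cutoff, the mean of tested wells on that plate plus 3 SD, cut at about 29% in these data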;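 further: 0% = Melanotan II alone and 100% = Melanotan II plus saturating MCL0020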
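System – human MC4R-expressing U2OS cells · Also added – Melanotan II · Dosing – one concentration, 6.5 µM nominal · Timing – 30-min compound, 1-h challenge, 1-h detection, room temperature · Measured by – Eu-cAMP/anti-cAMP TR-FRET, emission 671 nm · Replicates – singlicate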
TLR9-MyD88 inh – blocks human TLR9 binding to MyD88. AID 504734. inhibition, % at 4.98 µM. CHO BLA complementation TLR9-MyD88, CCF4 FRET ratio. Q9NR96+Q99836. 340,000 tested, 0.21% active;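 active means inhibition above the mean over all tested compounds plus 3 SD, cut at about 21% in these data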;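 further: 0% = DMSO only wells and 100% = clavulanate BLA inhibitor control wells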
Target sequence (Q99836 whole entry, looked up): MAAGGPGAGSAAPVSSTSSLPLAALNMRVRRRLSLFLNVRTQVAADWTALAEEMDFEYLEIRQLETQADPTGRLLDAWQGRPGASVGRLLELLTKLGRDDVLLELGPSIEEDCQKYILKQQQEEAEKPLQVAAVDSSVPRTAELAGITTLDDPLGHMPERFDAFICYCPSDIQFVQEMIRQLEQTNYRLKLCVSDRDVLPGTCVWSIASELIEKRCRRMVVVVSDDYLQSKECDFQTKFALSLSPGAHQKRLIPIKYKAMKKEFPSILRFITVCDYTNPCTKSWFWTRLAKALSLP
Target sequence (Q9NR96 whole entry, looked up): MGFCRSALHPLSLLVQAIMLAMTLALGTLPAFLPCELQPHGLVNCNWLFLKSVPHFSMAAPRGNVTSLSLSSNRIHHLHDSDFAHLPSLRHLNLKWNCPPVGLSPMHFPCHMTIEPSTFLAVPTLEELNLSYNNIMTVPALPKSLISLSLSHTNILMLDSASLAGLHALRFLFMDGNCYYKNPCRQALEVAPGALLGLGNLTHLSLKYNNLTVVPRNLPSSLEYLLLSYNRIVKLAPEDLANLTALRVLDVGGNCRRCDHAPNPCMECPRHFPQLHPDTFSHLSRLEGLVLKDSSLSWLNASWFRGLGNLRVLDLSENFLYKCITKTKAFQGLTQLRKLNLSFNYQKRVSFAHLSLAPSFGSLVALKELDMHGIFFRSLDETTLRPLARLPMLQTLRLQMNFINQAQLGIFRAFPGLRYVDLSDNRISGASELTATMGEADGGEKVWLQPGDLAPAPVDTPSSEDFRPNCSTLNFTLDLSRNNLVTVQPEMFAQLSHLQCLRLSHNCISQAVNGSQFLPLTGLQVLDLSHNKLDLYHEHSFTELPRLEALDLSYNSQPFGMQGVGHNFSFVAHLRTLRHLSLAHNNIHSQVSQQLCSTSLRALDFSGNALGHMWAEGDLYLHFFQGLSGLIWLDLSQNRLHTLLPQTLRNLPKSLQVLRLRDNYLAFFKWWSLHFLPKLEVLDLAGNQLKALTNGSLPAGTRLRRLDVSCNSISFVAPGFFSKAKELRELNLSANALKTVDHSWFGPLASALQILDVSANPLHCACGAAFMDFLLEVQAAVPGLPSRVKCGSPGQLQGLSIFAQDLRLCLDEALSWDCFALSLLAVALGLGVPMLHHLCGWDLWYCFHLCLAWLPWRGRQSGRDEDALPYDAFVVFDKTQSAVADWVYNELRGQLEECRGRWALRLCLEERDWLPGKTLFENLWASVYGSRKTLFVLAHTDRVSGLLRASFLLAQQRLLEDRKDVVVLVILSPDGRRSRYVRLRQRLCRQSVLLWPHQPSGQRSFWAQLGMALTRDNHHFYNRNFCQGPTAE
MC4R barr agon – human MC4R agonism via beta-arrestin | U2OS MC4R beta-arrestin complementation, luminescence; percent of melanotan II response, DMSO zero | AID 540308 | 360,000 tested, 0.98% active | activation, % at 8.9 µM;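 active means activation above a per-plate cutoff, the mean activation of sample wells on that plate plus 3 SD, cut at about 8% in these data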
HTR2A ag – mouse HTR2A agonism via beta-arrestin recruitment. P35363. CHO-K1 mHTR2A beta-arrestin complementation, luminescence; percent of 30 µM serotonin response. activation, % at 7.6 µM. 360,000 tested, 0.66% active. AID 624169;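 active means activation above a run cutoff, the mean activation of all tested compounds plus 3 SD, cut at about 14% in these data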;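 further: 0% = plate median of compound wells and 100% = 30 µM serotonin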
NOD2 RIPK2 PPI – NOD2-RIPK2 protein interaction inhibition; CHO BLA complementation NOD2-RIPK2, CCF4 ratio; 360,000 tested, 0.38% active; inhibition, % at 4.98 µM; AID 624267; in the data active means inhibition above about 21%;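 further: 0% = vehicle only and 100% = reference blocker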
ABCB6 inh MLPCN – inhibitors of human ABC transporter ABCB6; K562-ABCB6 porphyrin accumulation, flow cytometry, 1 h; stronger effect = lower value; fluorescence ratio to DMSO, % at 10 µM; 360,000 tested, 0.19% active; Q9NP58; AID 602162;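 active means fluorescence ratio to DMSO below 75%, the collection mean minus 3 SD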;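 further: signal is porphyrin accumulated inside mitochondria; 100% equals median channel fluorescence of DMSO control wells; lower ratio means ABCB6 inhibition with less porphyrin fluorescence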
N-glyco inh – N-linked glycosylation inhibition; D54 ERlucT glycosylation luciferase reporter, 24 h; percent of 100 nM tunicamycin response; reporter increase, % at 12.5 µM; 360,000 tested, 0.23% active; AID 588692;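 active means mean luciferase reporter signal, scaled so untreated is 0 and the glycosylation-blocking control 100, at or above a set limit in every replicate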;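 further: luciferase carries N-glycosylation sites so blocking glycosylation raises the light; 0% = median of neutral control wells and 100% = median of 100 nM tunicamycin wells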
NCOA2 inhibitor – human SRC2 (NCOA2) inhibition | HEK293 GAL4-SRC2 luciferase reporter, luminescence | AID 651957 | 370,000 tested, 0.17% active | inhibition, % at 9 µM;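 active means inhibition above the mean inhibition of all tested compounds plus 3 SD, set per campaign, cut at about 52% in these data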;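 further: 0% = DMSO treated cells and 100% = cells given Gossypol at 36 µM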
Active calls of the source: *; . = not tested or not shown. Only part of the results is shown; count on the stated rates, not on these rows.

Start of the data: the first two entries as a preview:
SMILES	ABHD5-PLIN5 inh	Cardio protect	MC4R antagonist	TLR9-MyD88 inh	MC4R barr agon	HTR2A ag	NOD2 RIPK2 PPI	ABCB6 inh MLPCN	N-glyco inh	NCOA2 inhibitor
Cc1ccnc(NS(=O)(=O)c2cc([N+](=O)[O-])ccc2C)c1	-2	5	3	4	1.4	4	-7	100	2	3
Cc1ccccc1N/N=C/c1c(C)nc2ccccn12	1	8	0	1	-1.0	-7	-8	98	0	-22

The list itself, from the first entry:
SMILES	ABHD5-PLIN5 inh	Cardio protect	MC4R antagonist	TLR9-MyD88 inh	MC4R barr agon	HTR2A ag	NOD2 RIPK2 PPI	ABCB6 inh MLPCN	N-glyco inh	NCOA2 inhibitor
Cc1ccnc(NS(=O)(=O)c2cc([N+](=O)[O-])ccc2C)c1	-2	5	3	4	1.4	4	-7	100	2	3
Cc1ccccc1N/N=C/c1c(C)nc2ccccn12	1	8	0	1	-1.0	-7	-8	98	0	-22
COc1ccc(C(=O)N2CCN(C3CCCCC3)CC2)cc1OC	-8	6	1	-5	-0.7	1	-3	100	0	-23
O=C(CSc1ncccn1)N/N=C/c1cccc(OC2CSC2)c1	-4	-5	6	12	-2.2	-2	4	103	0	9
COc1ccc(OC)c(C2NC(=S)NC(C)=C2C(=O)Nc2ccccn2)c1 (centres undefined)	2	3	15	4	-0.1	-1	-13	99	1	14
COc1cccc(/C=C2\SC(=O)N(CC(=O)NC3C=CS(=O)(=O)C3)C2=O)c1 (centres undefined)	21	4	1	-35	-0.7	-1	-5	104	3	-3
O=c1nc(-c2ccccc2)cc(-c2ccccc2)[nH]1	1	0	0	-2	0.5	2	-2	99	2	2
COc1cccc(NC(=O)CN(C)C(=O)CCSc2ccc(C)cc2)c1	4	-7	4	1	-0.8	3	-17	98	0	-1
COc1ccccc1N1CCN(C(=O)c2cccc(N3C(=O)NC4CC3(C)Oc3ccccc34)c2)CC1 (centres undefined)	9	-5	0	2	0.0	0	-4	108	1	4
COc1ccc(C(=O)CSc2nnc(CC(=O)Nc3ccccc3OC)n2C)cc1	3	-1	8	3	-0.8	3	-10	90	1	1
CCc1[nH]nc2c1C(c1ccc(C)o1)C(C#N)=C(N)O2 (centres undefined)	1	-2	-3	2	-1.3	5	-14	89	3	-17
O=C(Cn1nc(Cc2cccnc2)c2ccccc2c1=O)Nc1cccnc1Cl	-5	5	-3	5	-2.5	-2	-5	100	-2	-27
Cc1ccc(S(=O)(=O)N(C)C[C@H]2Oc3ccc(NC(=O)C4CCCCC4)cc3C(=O)N([C@H](C)CO)C[C@H]2C)cc1	-8	2	1	-3	-0.2	-8	6	92	45*	-14
Clc1cccc(OCc2nc(-c3ccncc3)no2)c1	-3	1	-1	-4	-1.8	5	5	101	0	-24
O=C(OCc1nnc(-c2ccccc2)o1)c1cc2ccccc2cc1O	-3	-9	11	-2	-1.8	1	0	96	0	1
Cc1nn(CC(=O)Nc2cccc(Cl)c2)c(=O)c2cc(-c3ccccc3)nn12	-4	2	2	-5	-3.2	3	-6	101	7	-30
CN(Cc1cn(C)nc1-c1ccccc1F)C1CCOC1 (centres undefined)	2	0	-4	-4	0.2	-3	-1	97	2	-14
C/C(=N\Nc1nc2ccccc2s1)c1cccs1	-9	-24	5	1	0.9	-6	-10	94	-18	-42
CNC(=S)N(CCc1c(C)[nH]c2ccc(C)cc12)Cc1ccco1	31*	-1	23	-2	-1.1	2	-4	95	9	0
C=CCn1c(C)cc(C(=O)COc2ncnc3sccc23)c1C	0	-11	-1	-2	-0.6	2	-19	88	-19	-49
Cc1ccc(S(=O)(=O)N2CCCCC2)cc1NC(=O)COC(=O)c1ccccc1F	2	-17	23	-12	-1.4	-4	-5	93	0	6
CN(C)CCNC(=O)CNC(=S)N(Cc1ccccc1)Cc1cccnc1	3	1	8	-9	3.0	6	11	104	0	-20
C=CCn1c(SCC(=O)NCC2CCCO2)nc2sc(CC)cc2c1=O (centres undefined)	6	-8	3	-4	-2.2	17*	-2	97	-1	-15
COc1ccc(N=C(C)C2C(=O)c3ccccc3C2=O)cc1	10	-12	.	.	.	2	-3	92	-13	.
CC1=Nc2cc(C(=O)NCCCN3CCN(C)CC3)ccc2Sc2ccc(C)cc21	-10	0	2	1	0.4	-4	2	101	-1	-26

14 structures from above, sorted by heavy-atom count, high to low:
SMILES	ABHD5-PLIN5 inh	Cardio protect	MC4R antagonist	TLR9-MyD88 inh	MC4R barr agon	HTR2A ag	NOD2 RIPK2 PPI	ABCB6 inh MLPCN	N-glyco inh	NCOA2 inhibitor
Cc1ccc(S(=O)(=O)N(C)C[C@H]2Oc3ccc(NC(=O)C4CCCCC4)cc3C(=O)N([C@H](C)CO)C[C@H]2C)cc1	-8	2	1	-3	-0.2	-8	6	92	45*	-14
COc1ccccc1N1CCN(C(=O)c2cccc(N3C(=O)NC4CC3(C)Oc3ccccc34)c2)CC1 (centres undefined)	9	-5	0	2	0.0	0	-4	108	1	4
CC1=Nc2cc(C(=O)NCCCN3CCN(C)CC3)ccc2Sc2ccc(C)cc21	-10	0	2	1	0.4	-4	2	101	-1	-26
O=C(Cn1nc(Cc2cccnc2)c2ccccc2c1=O)Nc1cccnc1Cl	-5	5	-3	5	-2.5	-2	-5	100	-2	-27
Cc1nn(CC(=O)Nc2cccc(Cl)c2)c(=O)c2cc(-c3ccccc3)nn12	-4	2	2	-5	-3.2	3	-6	101	7	-30
CN(C)CCNC(=O)CNC(=S)N(Cc1ccccc1)Cc1cccnc1	3	1	8	-9	3.0	6	11	104	0	-20
COc1cccc(NC(=O)CN(C)C(=O)CCSc2ccc(C)cc2)c1	4	-7	4	1	-0.8	3	-17	98	0	-1
O=C(CSc1ncccn1)N/N=C/c1cccc(OC2CSC2)c1	-4	-5	6	12	-2.2	-2	4	103	0	9
C=CCn1c(C)cc(C(=O)COc2ncnc3sccc23)c1C	0	-11	-1	-2	-0.6	2	-19	88	-19	-49
COc1ccc(N=C(C)C2C(=O)c3ccccc3C2=O)cc1	10	-12	.	.	.	2	-3	92	-13	.
Cc1ccnc(NS(=O)(=O)c2cc([N+](=O)[O-])ccc2C)c1	-2	5	3	4	1.4	4	-7	100	2	3
Cc1ccccc1N/N=C/c1c(C)nc2ccccn12	1	8	0	1	-1.0	-7	-8	98	0	-22
O=c1nc(-c2ccccc2)cc(-c2ccccc2)[nH]1	1	0	0	-2	0.5	2	-2	99	2	2
C/C(=N\Nc1nc2ccccc2s1)c1cccs1	-9	-24	5	1	0.9	-6	-10	94	-18	-42

(listing goes on)
SMILES	ABHD5-PLIN5 inh	Cardio protect	MC4R antagonist	TLR9-MyD88 inh	MC4R barr agon	HTR2A ag	NOD2 RIPK2 PPI	ABCB6 inh MLPCN	N-glyco inh	NCOA2 inhibitor
Cc1ccc(S(=O)(=O)N2CCOCC2)cc1C(=O)NC1CCSc2ccccc21 (centres undefined)	0	3	12	-4	-2.6	-6	-6	94	-2	-27
Cc1ccc(C(=O)N2CCN(S(C)(=O)=O)C2)cc1	1	7	-1	-1	-1.3	-3	-8	94	3	-6
Cc1cccc(NC(=S)N(CCCN(C)C)Cc2cc3cc4c(cc3[nH]c2=O)OCO4)c1	-6	12	4	8	1.2	-4	8	104	2	-14
CCN1C(=O)N[C@H](c2ccccc2)C(C(C)=O)=C1C	5	0	-2	-3	-0.8	-3	6	96	2	30
CCOc1ccccc1C(=O)Nc1cc(OC)ccc1OC	-7	-2	6	5	1.5	-5	-6	102	-1	1
Cc1cc(N2CCN(c3ccc(F)cc3)CC2)nc(-c2ccccc2)n1	-3	-10	-2	1	-0.6	6	-1	103	-1	-1
COc1ccc(OC)c(NC(=O)C2(C)CCN2C(=O)CCC2CCCC2)c1 (centres undefined)	-1	-1	1	.	-0.7	-2	-13	95	-3	21
CCOC(=O)CSc1nnc(CSc2nc3ccccc3c(=O)[nH]2)n1-c1ccccc1	8	51*	7	-1	-1.7	4	-9	108	0	-6
O=c1ccccn1Cc1ccccc1F	-1	-3	6	3	-0.5	0	-20	99	-3	-14
CC(Oc1ccccc1)C(=O)N(CCC1=CCCCC1)c1c(N)n(Cc2ccccc2)c(=O)[nH]c1=O (centres undefined)	-8	20	-2	-6	0.9	-2	-11	107	0	28
O=C(Nc1ccc(F)cc1)C(=O)c1cn(CC(=O)N2CCOCC2)c2ccccc12	4	1	9	-4	-1.6	1	-7	95	5	-27
CCn1ccc(C(=O)Nc2ccc(N(C)C(C)=O)cc2)n1	-2	16	-1	5	-1.1	6	9	103	2	-67
COc1cccc(CN2CC(C(=O)N(C)CC3CCOCC3)CCC2=O)c1 (centres undefined)	0	14	-1	2	3.6	-4	-8	105	3	9
COc1ccc(NC(=O)C(=O)c2cn(CC(=O)N3CCCC3)c3ccccc23)cc1OC	0	18	-6	1	0.2	-2	-7	97	8	-27
CN(C)S(=O)(=O)c1ccc(Cl)c(NC(=O)COC(=O)CCC(=O)c2cccs2)c1	5	-6	9	6	-2.0	-1	-6	102	1	-6
Cc1cc(/C=N/NC(=O)c2ccsc2)c(C)n1-c1cnccn1	2	10	3	-1	-0.2	1	-3	105	0	-28
CC(C)n1cnc2c(Nc3cccc(Cl)c3)nc(N(CCO)CCCO)nc21	10	4	-29	-11	-1.4	-2	2	95	-10	.
C=CCn1c(C)cc(C(=O)COC(=O)COc2ccccc2C#N)c1C	0	1	8	-9	2.4	7	-3	96	-2	-21
COc1ccc(CCCC(=O)N/N=C/c2ccccc2OC)cc1	3	-1	1	-1	-3.0	-5	-1	98	0	32

Screening data (PubChem BioAssay)
